High-throughput results as filed in PubChem BioAssay.
G9a block – G9a (human) methyltransferase inhibition. Q96KQ7. G9a H3K9 monomethylation, AlphaScreen, 2 h. Potency, µM (doses to about 102 µM), without a hit: at the top dose activity, negative = inhibition, hits mostly inhibitors. hit rate 8.8% among 350,000. AID 504332; also: % is scaled to controls: 0 for no effect and ±100 for the full control effect; nearly all actives have a fitted effect of over 75% in size
Target sequence (Q96KQ7 913-1193 limits assumed): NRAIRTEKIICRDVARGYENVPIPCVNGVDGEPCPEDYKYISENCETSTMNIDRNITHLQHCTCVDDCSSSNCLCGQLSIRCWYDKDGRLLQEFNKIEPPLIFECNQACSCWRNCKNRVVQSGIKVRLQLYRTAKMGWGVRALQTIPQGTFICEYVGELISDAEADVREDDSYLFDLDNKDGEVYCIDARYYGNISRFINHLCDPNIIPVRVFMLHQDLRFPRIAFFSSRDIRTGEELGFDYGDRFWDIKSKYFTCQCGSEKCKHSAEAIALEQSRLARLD
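AlphaScreen read-out: biotin-H3K9 peptide (500 nM) methylation by 20 nM enzyme with 20 uM SAM, 2 h at room temperature after 15 min compound preincubation; anti-monomethyl H3K9 antibody plus donor/acceptor beads, 10 min dark.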
PGK inhibitor – blocks T. brucei phosphoglycerate kinase; hit rate 0.043% among 380,000; Potency, µM (doses to about 57.5 µM), inactives show at the highest dose activity change, negative = inhibition, most hits filed as inhibitors; AID 602233; P07378; PGK/GAPDH coupled, Kinase-Glo luminescence, 60 min; also: % is scaled to controls: 0 for no effect and ±100 for the full control effect; nearly all actives have a fitted effect of over 60% in size
Target sequence (P07378 whole entry, looked up): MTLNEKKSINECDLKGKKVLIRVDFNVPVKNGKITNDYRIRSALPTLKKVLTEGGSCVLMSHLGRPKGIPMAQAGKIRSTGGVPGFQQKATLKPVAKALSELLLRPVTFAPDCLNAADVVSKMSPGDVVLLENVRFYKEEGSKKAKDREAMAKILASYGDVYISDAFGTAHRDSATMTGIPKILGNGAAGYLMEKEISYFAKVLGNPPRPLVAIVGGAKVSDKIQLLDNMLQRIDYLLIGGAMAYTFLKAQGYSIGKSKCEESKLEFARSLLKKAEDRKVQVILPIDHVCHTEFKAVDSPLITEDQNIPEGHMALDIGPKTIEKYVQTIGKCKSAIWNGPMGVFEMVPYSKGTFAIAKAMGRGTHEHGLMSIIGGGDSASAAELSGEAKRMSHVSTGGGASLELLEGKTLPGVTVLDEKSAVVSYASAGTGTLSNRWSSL
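Recombinant glycosomal PGK reaction used 1,3-bisphosphoglycerate generated in-well by GAPDH (100nM final) in 100mM TEA pH 7.6, 5mM MgCl2, 0.01% Tween-20. After 60 minutes at room temperature, ATP was read by Kinase-Glo Plus luminescence end-point.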
Pin1 inhibitor – inhibitors of human Pin1; AID 504891; Potency, µM (highest dose often 115 µM), without a hit: at the highest dose activity, negative = inhibition, actives largely listed as inhibitors; hit rate 0.009% among 390,000; Pin1 FP peptide displacement, HiFluor488, 10 min; active = well fitted inhibition curve with a large enough effect in the polarisation, with a control signal flat, not every such curve was filed as active; inconclusive = small, poorly fitted or top-dose-only effect, or effect the other way, or a change in a side signal; inactive = no such curve, though single readings can be large or run the other way; the % refers to the polarisation; also: % is scaled to controls: 0 for no effect and ±100 for the full control effect
JMJD2A Tudor – inhibitors of human JMJD2A Tudor domain; AlphaScreen JMJD2A-Tudor / H3K4me3 peptide binding; O75164; AID 504339; Potency, µM (top dose mostly 114 µM), without a hit: at the highest dose activity change, negative = inhibition, hits mostly inhibitors; hit rate 4.4% among 390,000; also: % is scaled to controls: 0 for no effect and ±100 for the full control effect; nearly all actives have a fitted effect of over 50% in size
BAZ2B inh – blocks human BAZ2B; Q9UIF8; AlphaScreen BAZ2B-H3K14Ac peptide displacement; Potency, µM (highest dose often 114 µM), without a hit: at the top dose activity change, negative = inhibition, usual class: inhibitors; hit rate 4.4% among 360,000; AID 504333; also: % is scaled to controls: 0 for no effect and ±100 for the full control effect; nearly all actives have a fitted effect of over 60% in size
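Multi-concentration screen (max 110 uM) measuring displacement of acetylated histone H3 peptide from BAZ2B by AlphaScreen, using 50 nM protein, 50 nM peptide and 10 ug/mL streptavidin donor plus Ni-chelate acceptor beads.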
Pol iota inh – blocks human DNA polymerase iota activity | Potency, µM (highest dose often 115 µM), inactives show top-dose activity, negative = inhibition, actives largely listed as inhibitors | Pol iota fluorescent replication assay, 10 min | AID 588590 | hit rate 1% among 390,000
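Pol iota at 10 nM preincubated 15 min with compounds at room temperature; reaction started with fluorescent substrate, 50 nM final. Fluorescence read kinetically at 0 and 10 min; buffer-only wells as negative control.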
HP1b binding inh – blocks HP1-beta chromodomain binding to methylated histone tails. P83916. AlphaScreen HP1-beta / biotin-H3K9me3 peptide binding. Potency, µM (titrated, usually from 114 µM), for the others: at the top dose activity change, negative = inhibition, most hits filed as inhibitors. hit rate 0.56% among 390,000; also: nearly all actives have a fitted effect of over 70% in size; inactives centre near 23
Target sequence (P83916 whole entry, looked up): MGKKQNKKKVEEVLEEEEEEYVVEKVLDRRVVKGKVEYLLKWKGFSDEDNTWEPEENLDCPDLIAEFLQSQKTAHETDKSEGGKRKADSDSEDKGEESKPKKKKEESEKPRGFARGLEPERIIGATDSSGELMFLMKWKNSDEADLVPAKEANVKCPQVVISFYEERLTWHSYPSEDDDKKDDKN
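HP1-beta protein (50 nM final) preincubated 30 min at room temperature with biotinylated H3(1-18)K9me3 peptide (50 nM) in PBS pH 7.4, 0.01% Tween-20, then compound added for 30 min. AlphaScreen streptavidin donor/nickel chelate acceptor beads (10 ug/mL final), 30 min dark, luminescence read.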
GLS inh – inhibitors of human glutaminase (GLS). O94925. GLS enzymatic activity, qHTS titration. Potency, µM (top dose mostly 45.5 µM), for the others: top-dose activity change, negative = inhibition, usual class: inhibitors. hit rate 0.21% among 410,000. AID 624170; also: % is scaled to controls: 0 for no effect and ±100 for the full control effect
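Coupled fluorescence readout: glutamate oxidase/HRP/Amplex Red detect glutamate formed by hKGA from L-glutamine (1 mM solution added). Buffer 45 mM KH2PO4 pH 8.2, 0.02% Tween-20; reads at t0 and 30 min RT.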
BLM helicase inh – inhibitors of human Bloom syndrome helicase BLM | P54132 | recombinant BLM DNA unwinding, fluorescence dequenching | Potency, µM (highest dose often 56.1 µM), without a hit: at the top dose activity change, negative = inhibition, most hits filed as inhibitors | hit rate 0.2% among 350,000 | AID 2528;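 also: plate controls were vehicle for no effect and no enzyme for full effect; nearly all actives have a fitted effect of over 35% in size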
* marks the source's active call; other numbers are inactive results; i = inactive; u = inconclusive; x = not tested or not shown; & = joins results of further samples; [ ] = remark or other dose. Unless noted, calls follow the shape of the dose curve; as a rule, active = well fitted curve in the direction sought with a large enough effect; inconclusive = small, poorly fitted or top-dose-only effect, or another doubt; inactive = no such curve, though single readings can be large; an effect the other way counts as inactive or inconclusive. Potency is read from the fitted curve at half-maximal effect. Not all compounds are listed, so the mix of outcomes need not match the whole.

cpd	SMILES	G9a block	PGK inhibitor	Pin1 inhibitor	JMJD2A Tudor	BAZ2B inh	Pol iota inh	HP1b binding inh	GLS inh	BLM helicase inh
1	[N-]=[N+]=CC(=O)OC[C@H](N)C(=O)O	15%	-1%	-9%	32µM*	4%	8%	29%	-3%	-8%
2	C#C[C@]1(O)CCC2C3C(=O)C=C4C(Cl)=CCC[C@]4(C)C3CC[C@@]21C (stereo partly drawn)	x	1%	1%	-15%	x	u	39%	1%	x
3	CC1(C)Cc2c(C#N)c(N3CCNCC3)nc(-c3ccco3)c2CS1	u	i	24%	-26%	-30%	45%[activator]	2%	-19%	-2%
4	COc1ccc([C@@H](O)[C@@H](N)c2ccccc2)cc1	x	11%	-17%	-8%	x	36%[activator]	15%	-1%	x
5	CC(C)(C)c1ccc(C(=O)C2CCCN(C3CCC3)C2)cc1 (stereo not drawn)	9%	i	0%	-19%	-4%	68%[activator]	17%	0%	0%
6	CCC1(C)CC(C(N)=S)CCO1 (stereo not drawn)	-138%[12.7 µM]	i	0%	56µM*	u	u	u	u	-3%
7	O=C(/C=C/c1ccccc1)c1c(O)n(CCc2ccccc2)c(=O)[nH]c1=O	21%[59 µM]	-2%	-3%	-20%	2%	5%	10%	0%	-1%
8	CC(=O)N1CN(C(C)=O)CN(C(C)=O)C1	-15%	5%	-11%	-16%	12%	4%	2%	3%	1%
9	COc1ccccc1N1CCN(CCc2c[nH]c3cc4c(cc23)OCO4)CC1	x	0%	-10%	25µM*	x	-3%	u	1%	x
10	CCOc1cc(C)cc2oc(=O)c3c(c12)CCCC3	5%[2.33 µM]	11%	2%	-10%	4%	-2%	5%	7%	-2%
11	CNP1(NC)=Nc2nn(-c3ccccc3)c(N)c2C(c2ccccc2)=N1	1%[59 µM]	x	0%	-15%	0%	-3%	2%	22%	-4%
12	CC(CN1CCOCC1)C(C#N)(c1ccccc1)c1ccccc1 (stereo not drawn)	x	-9%	1%	-9%	x	19%	41%[activator]	6%	x
13	COc1ccc(C(=O)C2CN(C)CC2C(=O)c2ccc(OC)cc2)cc1 (stereo not drawn)	-2%[59 µM]	1%	-1%	-20%	3%	-1%	16%	12%	-7%
14	CN1CC[C@]23c4c5ccc(OC6OC(C(=O)O)[C@@H](O)C(O)[C@H]6O)c4OC2C(O)C=CC3[C@H]1C5 (stereo partly drawn)	x	-8%	2%	-12%	x	8%	37%	3%	x
15	COc1cc([C@@H]2c3cc4c(cc3[C@H](OC(C)=O)[C@H]3COC(=O)[C@@H]23)OCO4)cc(OC)c1OC	x	x	0%	-11%	x	-6%	22%	x	x
16	Cc1ccc(NC(=O)Nc2ccc3nc(N4CCN(C)CC4)cc(C)c3c2)cc1F	-31%[59 µM]	6%	2%	-14%	3%[57.1 µM]	u	41%[activator]	13%	-6%
17	O=C(c1c[nH]c2ccc(S(=O)(=O)N3CCC4(CC3)OCCO4)cc2c1=O)N1CCC2(CC1)OCCO2	25%	9%	-8%	-10%	-37%	34%[activator]	-2%	14%	2%
18	CC[C@]1(C(=O)OC)[C@H]2C(=O)N(Cc3ccccc3)C(=O)[C@H]2[C@H]2CN=C(SCc3ccc(C(=O)OC)cc3)N21	x	4%	u	-23%	x	37%[activator]	26%	-1%	x
19	Cc1oc(/N=C/c2ccc3c(c2)OCO3)c(C#N)c1C	u	0%	u	-32%	-6%	u	31%[activator]	-5%	1%
20	C=CCOC(=O)C1=C(C)OC(N)=C(C#N)C12C(=O)N(CN1CCOCC1)c1ccccc12 (stereo not drawn)	6%[59 µM]	-10%	2%	6%	2%	-11%[58.9 µM]	14%	7%	0%
21	COc1ccc(-c2cc(=Nc3ccccc3)c3cc(C)ccc3o2)cc1	64%[activator][59 µM]	7%	11%	u	-8%	8%	7%	-1%	1%
22	CN1C(=O)NC(=O)/C(=C\C=C\c2ccccc2[N+](=O)[O-])C1=O	7.9µM*	-6%	-7%	u	u	14µM*	u	2%	-1%
23	Cn1cccc1CN1CCN(C(=O)COc2ccccc2)CC1	u	4%	-2%	7.1µM*	45µM*	17%	u	8%	-1%
24	CCCCNC(C)Cc1ccccc1 (stereo not drawn)	x	i	0%	-10%	x	24%	59%[activator]	-16%	x
25	C=CCOc1c(Cl)cc(CNc2ccc3[nH]c(=O)[nH]c3c2)cc1OC	u	i	1%	-31%	-36%	10%	-18%	23%	2%
26	COC(=O)C1=C(c2ccc(OC)c(OC)c2)C[C@@H]2CC[C@H]1N2C(=O)NCc1ccc(F)cc1	-9%[2.33 µM]	0%	-2%	-10%	6%	-72%	53%[activator]	1%	x
27	CCC(=O)Nc1cccc(-c2nnc(SCC(=O)NCc3ccco3)n2C)c1	50µM*	-4%	-1%	-10%	-1%	35%[activator]	24%	-4%	-2%
28	CCn1c(NN=O)nc2ccccc21	u	-8%	1%	89µM*	56µM*	-14%	-21%	6%	-6%
29	COc1ccc(NC(=O)CCc2nc(C3=CCN(Cc4cccc(Cl)c4)CC3)no2)cc1OC	28µM*	-2%	-7%	56µM*	50µM*	-28%	-5%[57 µM]	-9%	-7%
30	Cc1nnc2n1-c1ccc(Br)cc1C(c1ccccc1Cl)=NC2	17%	1%	0%	-5%	18%	22%	29%	6%	-6%
31	O=c1oc2ccccc2c(O)c1[C@H]1c2ccc(O)cc2Oc2c1c(=O)oc1ccccc21	x	-8%	1%	-21%	-13%	-12%	16%	u	0%
32	O=C(O)CCCOc1ccc(Cl)cc1Cl	x	-10%	3%	-7%	x	36%[activator]	31%	-11%	5%
33	O=P(N[C@@H](c1ccccc1)[C@@H]1C[C@H]1CO)(c1ccccc1)c1ccccc1	11%	0%	-1%	-13%	-1%	23%	23%	16%	1%&2%
34	COc1cc(C(=O)NN=Cc2ccc(N(CCCl)CCCl)cc2)cc(OC)c1OC	x	i	38%[activator]	-5%	x	12%	28%[57 µM]	2%	x
35	NNP(=O)(CC(=O)c1ccccc1)c1ccccc1 (stereo not drawn)	x	-4%	1%	-11%	-3%	2%	32%	2%	-6%
36	Cc1cccc(-n2c(O)c(C=NCc3cccnc3)c(=O)[nH]c2=O)c1C	-23%	i	6%	-4%	-3%	-6%	32%	-4%	-4%
37	O=C(N/N=C/c1c(O)n(CCc2ccccc2)c(=O)[nH]c1=O)c1ccccc1O	71µM*	-10%	63%[activator]	u	-38%	2%	33%	12%	-6%
38	COc1ccccc1CN1CCN(C(=O)COc2ccccc2)CC1	u	-10%	0%	3.2µM*	u	-3%	u	1%	4%
39	COc1ccc(NS(=O)(=O)c2ccc3c(c2)oc(=O)n3C)cc1Cl	15%[2.33 µM]	1%	-3%&5%	-6%&-15%	-2%	u	23%&26%	-11%&4%	-3%&-2%
40	Cc1ccccc1-n1c(O)c(C=Nc2ccc(N(C)C)cc2)c(=O)[nH]c1=O	u	-7%	37%[activator]	-4%	u	u	-5%	66%[activator]	-3%
41	CCCCC(C)C(OC(=O)CC(CC(=O)O)C(=O)O)C(CC(C)CC(O)CCCCC(O)CC(O)C(C)N)OC(=O)CC(CC(=O)O)C(=O)O (stereo not drawn)	2%	-11%	x	-32%	3%	19%	37%	-6%	6%
42	O=C(Nc1ccc(Br)cc1)N1C[C@H]2C[C@@H](C1)c1cccc(=O)n1C2	5%[12.7 µM]	-9%	-7%	-3%	3%	19%	38%	1%	1%
43	CC[C@H]1CN2CCC1C[C@H]2[C@H](O)c1ccnc2ccc(OC)cc12 (stereo partly drawn)	u	i	-9%	-7%	8%	-12%	8%	3%	x
44	CC(=O)O[C@@H]1/C=C/[C@](C)(O)C[C@@H](C)C/C=C/[C@H]2[C@H](O)C(C)=C(C)[C@H]3[C@H](Cc4ccccc4)NC(=O)[C@@]123	x	i	1%	-18%	x	18%	17%	4%	x
45	O=c1c2ccccc2nc(-c2ccc(Cl)cc2Cl)n1-c1ccncc1	-6%[59 µM]	-3%	-8%	-4%	0%	13%	27%	-2%	-4%
46	O=C1NC(=O)C(=Cc2ccc(SC3CCCCC3)o2)C(=O)N1	11µM*	u	-12%	u	45µM*	10µM*	50µM*	-5%	-17%
47	COC1C(O)C(C)OC(OC2CCC3(C=O)C(CCC4C3CCC3(C)C(C5=CC(=O)OC5)CCC43O)C2)C1O (stereo not drawn)	x	-4%	1%	-1%	x	-14%	36%	-4%	x
48	Cc1cc(/C=C2\C(=O)NC(=O)N(Cc3ccco3)C2=O)c(C)n1-c1ccc(C(=O)O)cc1	50µM*	u	15%	-32%	50µM*	18µM*	u	85%[activator]	-2%

Shown in transposed form: entries from further up.
44) CC(=O)O[C@@H]1/C=C/[C@](C)(O)C[C@@H](C)C/C=C/[C@H]2[C@H](O)C(C)=C(C)[C@H]3[C@H](Cc4ccccc4)NC(=O)[C@@]123
45) O=c1c2ccccc2nc(-c2ccc(Cl)cc2Cl)n1-c1ccncc1
46) O=C1NC(=O)C(=Cc2ccc(SC3CCCCC3)o2)C(=O)N1
47) COC1C(O)C(C)OC(OC2CCC3(C=O)C(CCC4C3CCC3(C)C(C5=CC(=O)OC5)CCC43O)C2)C1O (stereo not drawn)
48) Cc1cc(/C=C2\C(=O)NC(=O)N(Cc3ccco3)C2=O)c(C)n1-c1ccc(C(=O)O)cc1
entry no.	44	45	46	47	48
G9a block	x	-6%[59 µM]	11µM*	x	50µM*
PGK inhibitor	i	-3%	u	-4%	u
Pin1 inhibitor	1%	-8%	-12%	1%	15%
JMJD2A Tudor	-18%	-4%	u	-1%	-32%
BAZ2B inh	x	0%	45µM*	x	50µM*
Pol iota inh	18%	13%	10µM*	-14%	18µM*
HP1b binding inh	17%	27%	50µM*	36%	u
GLS inh	4%	-2%	-5%	-4%	85%[activator]
BLM helicase inh	x	-4%	-17%	x	-2%
